# Anesthetic bind: candidate novel general anesthetic via apoferritin binding; P02791; apoferritin/1-aminoanthracene competitive binding, fluorescence; Potency, µM (doses to about 77.5 µM), inactives show top-dose activity change, negative = displacement, usual class: inhibitors; 350,000 tested, 0.074% active; also: % is scaled to controls: 0 for no effect and ±100 for the full control effect; nearly all actives have a fitted effect of over 20% in size
#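 10 uM apoferritin + 50% sat. 1-AMA, PBS; cpd 10 min RT; Ex380/Em535 endpoint; normalized to free probe vs complex; 4-param Hill fit; propofol titration as pos. ctrl.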
# Pol beta inh: blocks human DNA polymerase beta activity | Potency, µM (highest dose often 114 µM), without a hit: at the highest dose activity change, negative = inhibition, hits mostly inhibitors | AID 485314 | Pol beta primer extension/strand displacement, fluorescence kinetic | 340,000 tested, 1.3% active | P06746; also: % is scaled to controls: 0 for no effect and ±100 for the full control effect
#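 Curves were derived by four-parameter Hill fits of normalized qHTS data. The kinetic fluorescent primer-extension read was taken at 0 and 10 min after 50 nM substrate, following a 15 min room-temperature preincubation of 10 nM enzyme with compounds.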
# Pol kappa inh: DNA polymerase kappa (human) inhibition | purified Pol kappa, fluorescent DNA synthesis assay, 10 min | Potency, µM (titrated, usually from 107 µM), for inactives: at the top dose activity, negative = inhibition, actives largely listed as inhibitors | 400,000 tested, 0.53% active; also: % is scaled to controls: 0 for no effect and ±100 for the full control effect
#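 First, compounds were pin-transferred onto 10 nM Pol kappa. After 15 min at room temperature, substrate was added to 50 nM final. Fluorescence was then measured kinetically at 0 and 10 min.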
# Pol iota inh: blocks human DNA polymerase iota activity; Potency, µM (doses to about 115 µM), for inactives: at the top dose activity, negative = inhibition, usual class: inhibitors; 390,000 tested, 1% active; Q9UNA4; Pol iota fluorescent replication assay, 10 min
#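 Pol iota at 10 nM preincubated 15 min with compounds at room temperature; reaction started with fluorescent substrate, 50 nM final. Fluorescence read kinetically at 0 and 10 min; buffer-only wells as negative control.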
# POLH inh: blocks human DNA polymerase eta activity; Q9Y253; 390,000 tested, 1.2% active; recombinant Pol eta, fluorescent DNA replication assay; Potency, µM (titrated, usually from 114 µM), for inactives: at the top dose activity change, negative = inhibition, most hits filed as inhibitors; also: % is scaled to controls: 0 for no effect and ±100 for the full control effect
#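 Pol eta at 10 nM preincubated with compounds 15 min at room temperature; reaction started with fluorescent substrate (50 nM final) and read kinetically at 0 and 10 min.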
# BLM helicase inh: inhibitors of human Bloom syndrome helicase BLM. 350,000 tested, 0.2% active. Potency, µM (doses to about 56.1 µM), inactives show at the top dose activity change, negative = inhibition, actives largely listed as inhibitors. P54132. recombinant BLM DNA unwinding, fluorescence dequenching;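 also: plate controls were vehicle for no effect and no enzyme for full effect; nearly all actives have a fitted effect of over 35% in size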
# BAZ2B block: blocks human BAZ2B | Q9UIF8 | AlphaScreen BAZ2B-H3K14Ac peptide displacement | Potency, µM (top dose mostly 114 µM), for the others: at the highest dose activity change, negative = inhibition, most hits filed as inhibitors | 360,000 tested, 4.4% active | AID 504333; also: % is scaled to controls: 0 for no effect and ±100 for the full control effect; nearly all actives have a fitted effect of over 60% in size
#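 Compounds, titrated to a top concentration of 110 uM, were incubated 30 min at room temperature with preformed BAZ2B/acetyl-K14 H3 peptide complex (50 nM each). Proximity signal was measured by AlphaScreen after 20 min with beads.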
# APEX1 inh: blocks human APE1 abasic DNA cleavage; P27695; recombinant APE1, TAMRA/BHQ-2 abasic DNA cleavage fluorescence; Potency, µM (top dose mostly 65.8 µM), for inactives: at the highest dose activity change, negative = inhibition, usual class: inhibitors; 350,000 tested, 0.35% active;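 also: plate controls were vehicle for no effect and reference inhibitor for full effect; nearly all actives have a fitted effect of over 55% in size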
#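 Step 1: APE1 (0.75 nM) with compound, 15 min RT. Step 2: add 50 nM fluorophore/quencher THF duplex. Step 3: three fluorescence reads 60 s apart (525/598 nm); read 3 minus read 1 = reaction progress.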
# G9a block: G9a (human) methyltransferase inhibition. G9a H3K9 monomethylation, AlphaScreen, 2 h. 350,000 tested, 8.8% active. AID 504332. Potency, µM (series often up to 102 µM), for inactives: at the highest dose activity, negative = inhibition, actives largely listed as inhibitors; also: % is scaled to controls: 0 for no effect and ±100 for the full control effect; nearly all actives have a fitted effect of over 75% in size
#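 Signal arises when biotinylated H3K9 peptide, once monomethylated, bridges streptavidin donor and antibody-captured acceptor beads. Enzyme at 20 nM was preincubated 15 min with test compounds; peptide 500 nM and SAM 20 uM then reacted for 2 h.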
# * marks the source's active call; other numbers are inactive results; ? = inconclusive; nt = not tested or not shown; [ ] = dose if it differs, or a comment. Calls follow the shape of the dose curve; as a rule, active = well fitted curve in the direction sought with a large enough effect; inconclusive = small, poorly fitted or top-dose-only effect, or another doubt; inactive = no such curve, though single readings can be large; an effect the other way counts as inactive or inconclusive. Potency is read from the fitted curve at half-maximal effect. These rows are one share of the data (hit frequency here may not be typical).
SMILES,Anesthetic bind,Pol beta inh,Pol kappa inh,Pol iota inh,POLH inh,BLM helicase inh,BAZ2B block,APEX1 inh,G9a block
Cc1cccc(N2CCN(C(=O)CCS(=O)(=O)c3ccc4c(c3)NC(=O)C(C)S4)CC2)c1C (stereo unspecified),-3%,-10%,-10%,-11%,6%,1%,-3%,-5%,nt
COc1ccc2nc(NC(=O)NC3CCCCC3)sc2c1,-5%,-2%,-21%,-11%,-8%,-2%,-3%,8%,nt
Cc1ccc(-n2ncc3c(Nc4ccc(Oc5ccccc5)cc4)ncnc32)c(C)c1,9%,0%,0%[60.1 µM],23%,-14%,-10%,-14%,nt,1%[59 µM]
O=C(Nc1cccc(-n2cnnn2)c1)c1ccco1,-5%,23%,3%,3%,-6%,0%,26%,0%,-41%[59 µM]
Cc1ccc(Cn2nnc3c(=O)[nH]c(C4CCN(C(=O)Cc5ccccc5F)CC4)nc32)cc1,-10%,30%,-5%,4%,-7%,-1%,-15%,nt,-25%[59 µM]
O=C(/C=C/c1ccccc1Cl)NNC(=O)c1cccs1,-12%,5%,-2%,?,3%,-11%,0%,0%,-3%
CCc1ccccc1S(=O)(=O)Cc1ccc(C(=O)N2CCN(c3ccccn3)CC2)o1,-18%,4%,6%,-8%,-9%,-10%,-3%,-2%,79µM*
O=C(CN1C(=O)c2ccccc2S1(=O)=O)NCCC1=CCCCC1,-1%,0%,-8%,-13%,-11%,4%,2%,0%,-8%[59 µM]
CCc1c(C)sc2c1CCN(C(=O)Nc1ccccc1C(=O)OC)C2c1ccc(F)cc1 (stereo unspecified),36%[activator],31%,0%[60.1 µM],2%,-14%,-7%,-19%,nt,8%[12.7 µM]
Cc1ccc(CS(=O)(=O)Cc2ccc(C(=O)NCc3cccnc3)o2)cc1,-5%,7%,-9%,-13%,-2%,-1%,?,3%,0%[0.501 µM]
O=C(N/N=C\c1ccc([N+](=O)[O-])o1)C1COc2ccccc2O1 (stereo unspecified),-20%,13%,-21%,?,-16%,0%,-16%,14%,56µM*
COc1ccc(-c2cc(C(=O)Nc3ccc(F)cc3F)no2)cc1,-1%,-1%,1%,46%[activator],-17%,-1%,1%,56%[activator],-5%
COc1ccc(CCNc2nnc(Sc3nnnn3-c3ccccc3)s2)cc1OC,-5%,6%,-28%,1%,-6%,-1%,0%,-1%,-23%[59 µM]
COc1cccc(NC(=O)COc2cccc3c2CCNC3=O)c1,nt,nt,-5%,32%[activator],-20%,nt,6%,10%,23%[2.33 µM]
CC(=O)c1ccc(N2CCN(C(=S)NCCCN(C)C)CC2)cc1,-1%,4%,-7%,47%[activator],-4%,-8%,-17%,0%,-44%
CSc1ncc(Cl)c(C(=O)Nc2nnc(SC/C=C/c3ccccc3)s2)n1,-6%,?,0%,?,-1%,1%,20%,-10%,?
CC(=O)N/N=C/c1cc2c(cc1[N+](=O)[O-])OCO2,-4%,31%,3%,77%[activator],-24%,-2%,-10%,0%,2%
C[C@H](NC(=O)OC(C)(C)C)c1nnc(SCc2ccc(Cl)cc2Cl)o1,?,-1%,4%,-17%,-7%,-4%,0%,nt,0%[59 µM]
Cc1cc(O)ccc1-c1cnc2ccccc2n1,?,32%,-20%,16%,-3%,-2%,2%,7%,14µM*
CC[N+]1=C(C)C(C)(C)c2cc(C)ccc21,-8%,-24%,-11%,?,?,-10%,45µM*,10µM*,?
O=C(Nc1ccccc1)N1CCOCC1,-7%,4%,-12%,21%,3%,0%,9%,-3%,6%[12.7 µM]
CC(=O)Nc1ccc(NS(=O)(=O)c2cc(Br)cc3c2N(C(=O)C2CC2)CC3)cc1,-10%,1%,8%,16%,-10%,1%,1%,nt,0%[59 µM]
O=c1cnc2cc([N+](=O)[O-])ccc2[nH]1,-10%,-24%,-11%,-1%,-8%,-6%,-13%,0%,?
CCc1ccc2c(CN3CCN(S(=O)(=O)c4ccc5c(c4)OCCO5)CC3)cc(=O)oc2c1,?,0%,-5%,1%,-16%,-8%,6%,1%,?
CCOc1ccc(C2C(C#N)=C(N)N(N(C)C)C3=C2C(=O)CCC3)cc1 (stereo unspecified),-12%,16%,-1%,53%[activator],-20%,1%,-13%,9%,5%

# More results follow:
SMILES,Anesthetic bind,Pol beta inh,Pol kappa inh,Pol iota inh,POLH inh,BLM helicase inh,BAZ2B block,APEX1 inh,G9a block
CCOC(=O)CN(C)S(=O)(=O)c1ccc(-c2cc(C(=O)OC)sc2C(F)(F)F)cc1,-11%,1%,-20%,?,-23%,-9%,1%,5%,57%[activator]
COC(=O)NNC(=O)COc1ccc(Cl)cc1,-11%,1%,-5%,0%,-12%,0%,-1%,-5%,14%[59 µM]
Cc1ccc(NC2CC(=O)N(c3ccc(N4CCCCC4)cc3)C2=O)cc1 (stereo unspecified),4%,7%,-11%,21%,-7%,-7%,-9%,10%,-5%[12.7 µM]
C#CCOCCOCCOCCNc1nc(N2CCN(C(=O)[C@H](CCCCN)n3cc(CC(C)O)nn3)CC2)nc(N2CCN(C(=O)[C@H](CCCCN)n3cc(CC(C)O)nn3)CC2)n1 (stereo partly specified),nt,nt,4%,?,-26%,nt,-34%,5%,-3%[2.33 µM]
O=C1CC(c2ccccc2)CC(=O)C1CS(=O)(=O)c1ccccc1 (stereo unspecified),?,-22%,1%,-1%,-16%,-3%,-32%,-6%,3.2µM*
COc1ccc(Nc2ncnc3nc[nH]c23)cc1OC,3%,-1%,-21%,-16%,-16%,-4%,1%,-5%,-2%[59 µM]
Fc1ccc(Nc2ncncc2-c2ccccc2C(F)(F)F)cc1,nt,nt,3%[60.1 µM],nt,nt,-7%,nt,-2%,-21%[0.501 µM]
COc1cc(OC)nc(Oc2cc(/C=N/O)ccc2OC)n1,1%,2%,-1%,8%,-5%,-8%,-18%,-8%,-18%
O=C(NCCc1ccccc1)c1nccc2ccccc12,nt,nt,-3%,6%,4%,nt,5%,23%,-9%[2.33 µM]
N#Cc1nc(-c2ccc(COc3ccccc3)o2)oc1N1CCN(c2ccccc2)CC1,-4%,-25%,-8%,15%,?,-3%,?,nt,?
COCCn1c(C)cc(O)c(C(c2ccccc2F)N2CCN(c3ccccc3)CC2)c1=O (stereo unspecified),-5%,?,1%[60.1 µM],?,-18%,-2%,-2%,nt,?
COC(=O)c1[nH]c2cccc(OC)c2c1NC(=O)CCN1CCSCC1,-2%,-18%,-7%,15%,-23%,-5%,1%,0%,5%
COc1cc(CC(=O)N2CCC(n3nccc3NC(=O)C3CC3)CC2)cc(OC)c1OC,-5%,3%,-2%,30%[activator],-8%,-2%,3%,45%,53%[activator]
Cc1ccc(S(=O)(=O)N2[C@@H](c3ccc(Cl)cc3)C(C(=O)O)=C[C@H]2CC2CCCC2)cc1,nt,nt,-17%,-16%,-7%,nt,nt,1%,nt
O=S(=O)(c1ccc2oc3ccccc3c2c1)N1CCOCC1,-7%,-6%,5%,-2%,-2%,-10%,8%,0%,3%[59 µM]
COCCNC(=O)c1cc2cc(Br)cc(Br)c2oc1=O,0%,4%,3%,16%,-18%,-1%,4%,2%,29%
O=C(CCc1ccccc1)Nc1nn[nH]n1,0%,-26%,-11%,-2%,-14%,3%,71µM*,18%,-24%[59 µM]
Cc1[nH]c2ccccc2c1C(=O)C(=O)NCCc1c[nH]c2ccccc12,-12%,-1%,-7%,0%,-14%,-1%,-36%,44%,5%
O=S(=O)(c1ccc(-c2ccccn2)s1)N1CCC2(CC1)OCCO2,0%,-1%,-6%,14%,4%,-4%,0%,-2%,nt
Cc1ccc(/C=N/NC(=O)COc2ccccc2-c2ccccc2)cc1,-9%,-4%,-3%,13%,-19%,-3%,8%,-1%,15%[59 µM]
CCNc1nc(SC(C)C(=O)Nc2ccccc2)nc(N2CCOCC2)n1 (stereo unspecified),5%,4%,-8%,9%,2%,0%,8%,20%,0%[12.7 µM]
O=C(NCc1ccccc1)c1ccc(CNc2c(N3CCCC3)c(=O)c2=O)cc1,-16%,4%,-2%,2%,-15%,8%,20%,8%,-39%
O=C(c1ccccc1)c1ccc(N2CCOCC2)c(NC(=O)c2ccco2)c1,5%,-2%,-6%,-8%,-14%,2%,-33%,-7%,?
CC1CCN(c2ccc(C=O)o2)CC1,?,?,0%,-25%,-4%,0%,-29%,2%,-4%
COc1ccc(C2NCCc3c2[nH]c2ccccc32)cc1CN1CCc2cc(OC)c(OC)cc2C1C (stereo unspecified),-13%,8%,9%,37%[activator],-7%,30%,?,2%,45µM*

# Next part.
SMILES,Anesthetic bind,Pol beta inh,Pol kappa inh,Pol iota inh,POLH inh,BLM helicase inh,BAZ2B block,APEX1 inh,G9a block
COc1cccc(CNc2ccc(S(N)(=O)=O)cc2)c1OC,-14%,23%,6%,-6%,-5%,-1%,1%,-4%,14%[12.7 µM]
Nc1ccc2c(C(F)(F)F)cc(C(F)(F)F)nc2n1,187%[activator],-1%,-7%,46%[activator],1%,-6%,-5%,0%,-36%
COc1ccccc1Nc1nc(NCCCN(C)C)nc(N)c1[N+](=O)[O-],0%,18µM*,-19%,-21%,-24%,?,?,-6%,50µM*
CCOC(=O)Cc1csc(SCC(=O)Nc2oc(C)c3c(C)n[nH]c(=O)c23)n1,nt,nt,-10%,44%[activator],2%,nt,8%,2%,-7%[12.7 µM]
CS(=O)(=O)N(CC(=O)Nc1ccc(S(=O)(=O)N2CCCC2)cc1)c1ccccc1,-9%,31%,-7%,22%,-7%,-4%,-16%,-4%,9%
CCOC(=O)COc1ccc(C(=O)Nc2cccc(Cl)c2C)cc1,-20%,?,1%,87%[activator],-11%,-2%,-5%,1%,18%

# Complete entries, looked up by structure. Values in the order: Anesthetic bind	Pol beta inh	Pol kappa inh	Pol iota inh	POLH inh	BLM helicase inh	BAZ2B block	APEX1 inh	G9a block
# Shown for `CS(=O)(=O)N(CC(=O)Nc1ccc(S(=O)(=O)N2CCCC2)cc1)c1ccccc1` → -9%	31%	-7%	22%	-7%	-4%	-16%	-4%	9%
# Shown for `CCOC(=O)Cc1csc(SCC(=O)Nc2oc(C)c3c(C)n[nH]c(=O)c23)n1` → nt	nt	-10%	44%[activator]	2%	nt	8%	2%	-7%[12.7 µM]
# Shown for `Nc1ccc2c(C(F)(F)F)cc(C(F)(F)F)nc2n1` → 187%[activator]	-1%	-7%	46%[activator]	1%	-6%	-5%	0%	-36%
